Gal4-VP16 FLuc = VP16 counterscreen qHTS for inhibitors of ROR gamma transcriptional activity. 310,000 compounds, 3.5% hits. Drosophila S2 Gal4-VP16 UAS-luciferase, luminescence, 20 h. Potency, µM (highest dose often 53.6 µM), without a hit: at the top dose activity, negative = inhibition, most hits filed as inhibitors;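 further: Gal4-VP16 expression switched on by copper sulfate through the metallothionein promoter; on the % scale 0 is the no-effect control and ±100 the full control effect; nearly all actives have a fitted effect of over 50% in size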
Rab9 prom act = qHTS Assay for Rab9 Promoter Activators; 320,000 compounds, 2.8% hits; Huh7 Rab9 promoter-luciferase reporter, luminescence, 24 h; Potency, µM (doses to about 9.22 µM), inactives show at the top dose activation, negative = inhibition, usual class: activators; further: % of control where 0% means no effect; nearly all actives have a fitted effect of over 60% in size
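Promoter activation is measured as luciferase luminescence in Huh7 cells stably transfected with a Rab9 promoter–luciferase construct, following 24 h compound exposure at 37 °C and 10 min reagent incubation at ambient temperature.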
uPA generation = qHTS for Inhibitors of Cell Surface uPA Generation; cell surface uPA generation assay, qHTS; Potency, µM (highest dose often 38.3 µM), for inactives: top-dose activity change, negative = inhibition, hits mostly inhibitors; 330,000 compounds, 0.31% hits; AID 540303, 2011; active means well fitted inhibition curve with a large enough effect; inconclusive means small, poorly fitted or top-dose-only effect; inactive means no such curve, though single readings can be large or run the other way; tested in mouse RAW 264.7 cells; further: on the % scale 0 is the no-effect control and ±100 the full control effect; nearly all actives have a fitted effect of over 55% in size
p53 reactivator = qHTS assay for re-activators of p53 using a Luc reporter | H1299 p53-A138V BP100-luciferase reporter, luminescence, 24 h | Potency, µM (titrated, usually from 92.2 µM), inactives show top-dose activity change, positive = activation, most hits filed as activators | 320,000 compounds, 0.063% hits; further: % of control where 0% means no effect; nearly all actives have a fitted effect of over 45% in size
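p53-null H1299 cells stably carrying temperature-sensitive p53-A138V and a BP100-luciferase reporter were pinned with compounds (4-point, 1:5 series) and held 24 hrs at 37 deg C. Luminescence was read 10 min after detection reagent.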
NPC1 promoter act = qHTS Assay for NPC1 Promoter Activators; Potency, µM (highest dose often 9.22 µM), without a hit: at the highest dose activation, actives largely listed as activators; Huh7 NPC1 promoter luciferase reporter, 24 h; 320,000 compounds, 2.4% hits;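 further: % of control where 0% means no effect; nearly all actives have a fitted effect of over 60% in size; reporter is driven by a mutant NPC1 promoter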
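Luminescence read-out of NPC1 promoter-driven luciferase in stably transfected Huh7 cells; compounds delivered in DMSO and left 24 h at 37C, 5% CO2, qHTS titration format.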
ELG1 genotox = qHTS screen for small molecules that induce genotoxicity in human embryonic kidney (HEK293T) cells expressing luciferase-tagged ELG1 | HEK293T ELG1-luciferase reporter, luminescence, 16 h | Potency, µM (series often up to 46 µM), for inactives: at the top dose activity change, positive = activation, usual class: activators | 330,000 compounds, 1.3% hits | AID 504466, 2011; further: % of control where 0% means no effect; nearly all actives have a fitted effect of over 60% in size
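Genotoxicity was scored as increased ELG1-luciferase reporter signal, measured by ONE-Glo luminescence (30 min, room temperature). Compound or vehicle exposure of the HEK293T reporter cells lasted 16 hr at 37°C.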
BRCA1 expr up = qHTS Assay to Identify Small Molecule Activators of BRCA1 Expression | Potency, µM (doses to about 46.1 µM), for inactives: top-dose activation, most hits filed as activators | 380,000 compounds, 1.1% hits | AID 624202, 2012 | MCF7-BRCA1-FFLuc reporter, luminescence, 48 h; response scale: scaled: vehicle 0%, 10 µM genistein 100%; further: nearly all actives have a fitted effect of over 80% in size; some results filed as inactive show a strong effect at the top dose
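Reporter cells (MCF7, BRCA1 promoter-firefly luciferase) received library compounds across a concentration series for 48 h. End-point luminescence was measured and concentration-effect curves derived after normalization.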
RORgamma inh = qHTS for inhibitors of ROR gamma transcriptional activity; Nuclear receptor ROR-gamma (Mus musculus), P51450; Drosophila S2 Gal4-RORgamma UAS-luciferase reporter, 20 h; Potency, µM (doses to about 53.6 µM), for the others: at the top dose activity change, negative = inhibition, most hits filed as inhibitors; 310,000 compounds, 5.4% hits; AID 2551, 2010; further: on the % scale 0 is the no-effect control and ±100 the full control effect; nearly all actives have a fitted effect of over 60% in size
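Drosophila Schneider cells stably carrying a metallothionein-driven Gal4 DBD–ROR gamma fusion and a UAS-Photinus luciferase reporter were exposed to compound for 1 hr, then induced with copper sulfate (700 uM final) for 20 hr at ambient temperature before luminescence reading.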
MLL CXXC-DNA inh = qHTS Fluorescence Polarization Assay for Inhibitors of MLL CXXC domain - DNA interaction; Histone-lysine N-methyltransferase 2A (Homo sapiens), Q03164; MLL-CXXC / FITC-HOXA9 DNA fluorescence polarization; Potency, µM (highest dose often 115 µM), without a hit: at the highest dose activity change, negative = inhibition, usual class: inhibitors; 290,000 compounds, 0.037% hits; AID 2662, 2010; active means well fitted inhibition curve with a large enough effect in the polarisation, with a control signal flat, not every such curve was filed as active; inconclusive means small, poorly fitted or top-dose-only effect, or effect the other way, or a change in a side signal; inactive means no such curve, though single readings can be large or run the other way; the % refers to the polarisation
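Fluorescence polarization: 7 uM MLL-CXXC (stock) preincubated 5 min with compounds, then 50 nM fluorescein-HOX-A9 DNA (stock) added; 30 min ambient. Buffer 50 mM Tris-HCl pH 7.5, 50 mM NaCl, 1 mM DTT, 0.05% BSA.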
FLuc counter = qHTS profiling assay for firefly luciferase inhibitor/activator using purifed enzyme and Km concentrations of substrates (counterscreen for miR-21 project). Potency, µM (top dose mostly 57.5 µM), inactives show top-dose activity change, negative = inhibition, hits mostly inhibitors. 360,000 compounds, 6.9% hits. AID 588342, 2011. purified FLuc, Km substrates, luminescence inhibition;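 further: plate controls were vehicle for no effect and reference inhibitor for full effect; nearly all actives have a fitted effect of over 55% in size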
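Purified P. pyralis luciferase (10nM final) with 10uM D-luciferin and 10uM ATP (Km levels) in 50mM Tris acetate pH 7.5, 10mM Mg acetate, 0.01% Tween-20, 0.05% BSA; qHTS 6-point titration, ~60 µM downward; luminescence read.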
MBNL1-CUG inh = qHTS Assay for Inhibitors of MBNL1-poly(CUG) RNA binding. Muscleblind-like protein 1 (Homo sapiens), Q9NR56. TR-FRET MBNL1-His/biotin-(CUG)12 binding, 665/545 ratio. Potency, µM (doses to about 57.5 µM), for inactives: at the highest dose activity change, negative = inhibition, most hits filed as inhibitors. 280,000 compounds, 0.036% hits. AID 2675, 2010; active means well fitted inhibition curve with a large enough effect in the signal ratio, with a control signal flat, not every such curve was filed as active; inconclusive means small, poorly fitted or top-dose-only effect, or effect the other way, or a change in a side signal; inactive means no such curve, though single readings can be large or run the other way; the % refers to the signal ratio; further: on the % scale 0 is the no-effect control and ±100 the full control effect
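TR-FRET between His-tagged MBNL1 and biotin-(CUG)12 RNA, detected with Tb anti-His antibody (0.055 ng/ul) and streptavidin-XL665 (5 nM), 60 min at room temperature. Compounds titrated 92 nM to 58 uM; 665/545 nm ratio normalized to buffer and complex controls.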
* = called active by the depositor; ? = inconclusive; / = no result given; [ ] = another dose, or the depositor's remark. Unless noted, the call rests on the fitted dose curve; in most records, active means well fitted curve in the direction sought with a large enough effect; inconclusive means small, poorly fitted or top-dose-only effect, or another doubt; inactive means no such curve, though single readings can be large; an effect the other way counts as inactive or inconclusive. Potency means the concentration at half of the fitted maximal effect. Not all compounds are listed; the hit share may differ from the screen's.

SMILES | Gal4-VP16 FLuc | Rab9 prom act | uPA generation | p53 reactivator | NPC1 promoter act | ELG1 genotox | BRCA1 expr up | RORgamma inh | MLL CXXC-DNA inh | FLuc counter | MBNL1-CUG inh
Cn1c(Nc2ccccc2)nc2ccccc21 | / | 21% | ? | / | 15% | 6% | 40% | / | 2% | ? | -6%
COc1cccc(OC)c1NC(=O)CN1CCC(NC(=O)c2cccc(F)c2)CC1 | -7% | -1% | 2% | 5% | -1% | 2% | -6% | -10% | 20% | 5% | 1%
CCOC(=O)c1ccccc1NS(=O)(=O)c1c(C)nc2sccn2c1=O | -5% | -2% | 6% | / | -1% | 5% | 3% | 36% | -2% | -1% | -6%
CCOC(=O)C1(Cc2cccc(Cl)c2)CCCN(C(=O)c2c(CC)noc2C)C1 (stereo not drawn) | ? | 7% | -5% | 18% | -2% | -3% | 11% | 0% | 1% | -17% | -5%
CCOc1ccc(CN(C)C(=O)[C@H](C)NC(=O)c2ccco2)cc1OC | 0% | 0% | -4% | -2% | -8% | -6% | -7% | -6% | -8% | 7% | 3%
Cc1cc(C)n(CC(=O)NC2CCCCC2)n1 | 5% | 3% | -9% | -9% | -1% | 3% | 9% | -5% | 4% | -1% | -3%
CC1CC(C)CN(CCCNC(=O)c2ccc3c(c2)ncn3C2CCCC2)C1 (stereo not drawn) | ? | -3% | ? | -2% | -3% | 5% | 3% | 5% | 22% | 4% | -1%
COCCNCCCCOc1c(Cl)cc(C)cc1Br | 1% | -5% | 0% | -14% | -1% | -4% | -45% | -34% | -9% | 0% | 2%
Cc1ccc2cccc(O)c2[n+]1[O-] | 10% | -1% | 0% | -11% | 0% | 1% | 1% | ? | 5% | 4% | ?
O=C(N/N=C/c1cccnc1)c1ccc(O)cc1 | ? | 3% | -5% | 26% | 12% | 2% | 24% | ? | 11% | ? | 16%
COc1ccccc1C(=O)Nc1ccon1 | 7% | 2% | 1% | 5% | -3% | 1% | 11% | 18% | 2% | -3% | 1%
COc1cc2cc(C)c3nnc(SCC(N)=O)n3c2cc1OC | -4% | -2% | / | -5% | 2% | 6% | / | -18% | -1% | 1% | -14%
CC1(C)CC(=O)C(C=NCCN2CCN(C(=O)NC34CC5CC(CC(C5)C3)C4)CC2)=C(O)C1 | 4% | -8% | -1% | 11% | 1% | -5% | -5% | 2% | 0% | 11% | -10%
O=C(Nc1cccc([N+](=O)[O-])c1)c1cccc(C(=O)Nc2cccc([N+](=O)[O-])c2)c1 | -9% | -6%[1.84 µM] | 9% | -2% | -11% | ? | 1% | 25% | 14% | 0% | 1%
CCOc1ccccc1NC(=O)COC(=O)Cc1ccsc1 | / | 2% | -3% | 18% | -2% | 1% | 3% | / | / | / | /

Compound profiles, from the list above:
`CC1CC(C)CN(CCCNC(=O)c2ccc3c(c2)ncn3C2CCCC2)C1` (stereo not drawn) reads Gal4-VP16 FLuc: ?; Rab9 prom act: -3%; uPA generation: ?; p53 reactivator: -2%; NPC1 promoter act: -3%; ELG1 genotox: 5%; BRCA1 expr up: 3%; RORgamma inh: 5%; MLL CXXC-DNA inh: 22%; FLuc counter: 4%; MBNL1-CUG inh: -1%
`Cn1c(Nc2ccccc2)nc2ccccc21` reads Gal4-VP16 FLuc: /; Rab9 prom act: 21%; uPA generation: ?; p53 reactivator: /; NPC1 promoter act: 15%; ELG1 genotox: 6%; BRCA1 expr up: 40%; RORgamma inh: /; MLL CXXC-DNA inh: 2%; FLuc counter: ?; MBNL1-CUG inh: -6%

The list continues.
SMILES | Gal4-VP16 FLuc | Rab9 prom act | uPA generation | p53 reactivator | NPC1 promoter act | ELG1 genotox | BRCA1 expr up | RORgamma inh | MLL CXXC-DNA inh | FLuc counter | MBNL1-CUG inh
CN1c2ccccc2Sc2cc(N)ccc21 | ? | 0% | -2% | 1% | 16% | -1% | 1% | 11% | 16% | -13% | -1%
Cc1cccc(N2CCN(C(=O)CCNS(=O)(=O)c3ccc4c(c3)oc(=O)n4C)CC2C)c1 (stereo not drawn) | 4% | 2% | -15% | 0% | -3% | -6% | -40% | 21% | 5% | 1% | 3%
O=C(CCSc1nnc(-c2ccncc2)o1)Nc1ccccc1Cl | -1% | / | 9% | / | / | / | -32% | -10% | 3% | 8% | -8%
O=C(Nc1ccc(N2CCOCC2)cc1)c1cc(-n2cnnc2)ccc1Cl | 0% | 11% | 10% | 5% | -1% | 1% | -8% | 21% | 16% | -3% | 5%
O=C(O)C1CCCN(S(=O)(=O)c2ccc(Br)cc2)C1 (stereo not drawn) | -1% | 1% | / | -1% | 0% | 1% | 8% | 0% | 1% | 0% | -1%
O=C(Nc1cccc(F)c1)Nc1cnccn1 | 27% | 23% | -2% | 9% | 6% | 2% | 9% | 36% | 4% | -9% | -3%
CCS(=O)(=O)c1ccc(-c2cccc(NC(=O)c3ccc(Br)o3)c2)nn1 | / | -4% | -3% | 3% | 0% | 0% | -18% | / | / | 0% | /
Cc1ccc(CNC(=O)CCS(=O)(=O)c2ccc3nc(C)sc3c2)cc1 | -1% | 0% | 8% | / | -4% | 9% | -7% | -2% | / | 2% | -5%
CC1CN(c2ccc([N+](=O)[O-])cc2F)CCN1C(=O)c1ccco1 (stereo not drawn) | ? | -3% | -2% | -1% | -2% | -4% | -37% | 24% | 3% | 5% | ?
CCOc1ccc(N(CC(=O)Nc2cccc(OC)c2)S(C)(=O)=O)cc1 | -9% | 20% | 2% | 2% | ? | 6% | 57% | 6% | -4% | ? | -7%
CC1CN(Cc2nc3ccccc3c(=O)[nH]2)CC(C)O1 (stereo not drawn) | 6% | -3% | 0% | -11% | -5% | 2% | -21% | -19% | -16% | 0% | 3%
Cc1cc(=O)[nH]c(N/N=C/c2c(C)nn(-c3ccccc3Cl)c2Cl)n1 | ? | 13% | -3% | -1% | 3% | -12% | 7% | -37% | -7% | 21µM* | 2%
COc1ccc(-c2ccc(C(=S)N3CCN(C(C)=O)CC3)o2)cc1 | -6% | 25% | 1% | -10% | -1% | 2% | 1% | 5% | 7% | ? | ?
O=C(Nc1cccc(F)c1)/C(=C\c1ccco1)NC(=O)c1cccs1 | -2% | -3% | -1% | 3% | -1% | -2% | -18% | 0% | 9% | -7% | 4%
O=C(COC(=O)Cn1[nH]c(=O)c2ccccc2c1=O)Nc1ncc(Cl)cc1Cl | / | -1% | 0% | 6% | 0% | -1% | -24% | / | / | 0% | /
COc1ccc2[nH]c(=O)c(CNC3CCCCC3)cc2c1 | 2% | -4% | -2% | -4% | -4% | -1% | 6% | 31% | 12% | 3% | 6%
CC1CC(Nc2cccc(O)c2)=CC(=O)O1 (stereo not drawn) | -2% | -2% | -3% | -3% | 0% | -8% | 1% | 6% | -2% | 2% | -5%
CC(OC(=O)Cc1n[nH]c(=O)c2ccccc12)C(=O)Nc1ccc(Cl)cn1 (stereo not drawn) | 0% | 6% | -4% | -15% | -2% | -4% | -5% | -7% | 2% | 2% | -5%
CNC(=O)CNC(=O)Nc1ccc(Cl)c(Cl)c1 | -10%[10 µM] | -8% | -8% | 2% | -6% | -3% | 2% | 17% | 14% | 7% | ?
O=S(=O)(c1ccc(Cl)s1)N1CCN(c2ncccn2)CC1 | -3% | -11% | -7% | 7% | -1% | 3% | -6% | -39% | -1% | -2% | 7%
CCCN(CCC)C(=S)NC(=O)c1ccc(Cl)cc1Cl | 0.89µM* | 0% | -20% | -2% | 3% | -11% | -42% | 0.28µM* | -11% | 0% | 1%

Compound activity deposited in PubChem BioAssay by National Center for Advancing Translational Sciences (NCATS).
